DENV2 CPE – inhibitors of DENV2 cytopathic effect | DENV2-infected cells, cytopathic effect rescue, plate reader | CPE inhibition, % at 9.99 µM | 350,000 tested, 1.7% active | AID 651640; in the data active means CPE inhibition above about 20%, passing the limit was not always enough; inconclusive means no clear call, values can overlap the other calls; tested in BHK-21 cells;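 further: 0% = median of neutral control wells and 100% = median of positive control wells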
Casp6 inh – inhibitors of human caspase-6; P55212; purified caspase-6, Z-VEID-R110 cleavage fluorescence; inhibition, % at 12.5 µM; 350,000 tested, 0.53% active;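 active means mean inhibition across replicates at least about 35%, with every replicate also reaching that limit, limit read from the data; inconclusive means only one of the two criteria met; inactive means neither criterion met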;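 further: 0% = median of neutral control wells and 100% = no fluorescence left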
Target sequence (P55212 24-179 limits assumed): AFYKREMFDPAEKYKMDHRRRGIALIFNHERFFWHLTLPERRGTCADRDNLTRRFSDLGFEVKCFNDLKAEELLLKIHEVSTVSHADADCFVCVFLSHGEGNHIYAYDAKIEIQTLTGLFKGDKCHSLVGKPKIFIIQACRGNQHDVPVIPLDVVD
Target sequence (P55212 194-293 limits assumed): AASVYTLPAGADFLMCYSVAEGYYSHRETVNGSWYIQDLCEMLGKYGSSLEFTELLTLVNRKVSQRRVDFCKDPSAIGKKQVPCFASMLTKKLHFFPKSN
PAX8 inh HTS – lowers PAX8-driven luciferase in RMG-I cells | 360,000 tested, 1.2% active | AID 652154 | inhibition, % at 12.6 µM | RMG-I TPO-luciferase reporter, SteadyGlo, 24 h;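 active means mean replicate inhibition at least 60% with every replicate also reaching 60%; inconclusive means only one of the two criteria is met; inactive means mean below 60% and not all replicates reaching 60%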;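 further: luciferase light reporting Pax8 driven TPO promoter activity; plate controls were median of neutral control wells for no effect and mitoxantrone controls for full effect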
SIRT5 block – sirtuin-5 (human) deacylase inhibition; Purified SirT5, succinyl-peptide AMC, trypsin-coupled fluorescence; inhibition, % at 15 µM; 330,000 tested, 1.1% active; Q9NXA8; in the data active means inhibition above about 15%; inconclusive means no clear call, values can overlap the other calls
Target sequence (Q9NXA8 whole entry, looked up): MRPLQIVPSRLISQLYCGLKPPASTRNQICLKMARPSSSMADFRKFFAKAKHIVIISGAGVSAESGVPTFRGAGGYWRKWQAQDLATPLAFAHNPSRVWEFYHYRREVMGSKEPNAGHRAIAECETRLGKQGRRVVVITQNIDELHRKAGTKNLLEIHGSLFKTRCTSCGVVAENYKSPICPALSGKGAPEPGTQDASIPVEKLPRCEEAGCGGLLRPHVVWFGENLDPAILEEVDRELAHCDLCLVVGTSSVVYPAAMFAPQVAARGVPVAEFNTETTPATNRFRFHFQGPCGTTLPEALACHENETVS
EWS-Fli block – inhibitors of EWS/Fli oncoprotein transcriptional activity. inhibition, % at 12.6 µM. 350,000 tested, 0.67% active. A673 NR0B1-luciferase reporter, viability-normalised;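 active means mean inhibition of at least 50% after viability correction, with every replicate also passing that limit; inconclusive means mean reaches 50% but only one of two replicates passes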;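 further: firefly luciferase signal divided by Alamar Blue viability fluorescence both relative to DMSO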
LGR2 antag – blocks bursicon-induced cAMP signaling via Drosophila LGR2. HEK293 LGR2, CRE-luciferase, bursicon-stimulated, 4 h. inhibition, % at 9.99 µM. 380,000 tested, 0.35% active. AID 720647;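 active means drop in luminescence signal, shown as inhibition above about 50% in the replicate tests, limit read from the data, passing the limit was not always enough; inconclusive means probably only some replicates passing the limit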;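 further: agonist challenge used bursicon conditioned medium at about half maximal strength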
ARNT TACC3 PPI – ARNT/TACC3 interaction disruption | AID 623870 | Q9Y6A5 | inhibition, % at 9.99 µM | AlphaScreen His-ARNT PAS-B/GST-TACC3 binding, luminescence; TACC3 fragment carries E629A point mutation | 390,000 tested, 0.66% active;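 active means mean inhibition of replicates at least 50% and at least half of replicates each reaching 50%; inconclusive means half or more replicates reach 50% but mean below 50%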;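 further: 0% = complete ARNT plus TACC3 wells and 100% = ARNT alone without TACC3; many hits fall short of the cut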
An asterisk follows results filed as active; ? = inconclusive; . = no result given; & = joins results of further samples; ! = not active in a repeat.

compound	ARNT TACC3 PPI	Casp6 inh	PAX8 inh HTS	DENV2 CPE	LGR2 antag	EWS-Fli block	SIRT5 block
COc1ccc(S(=O)(=O)Nc2cccc3c2O[C@H](CN(C)C(=O)Nc2ccc(F)cc2)[C@@H](C)CN([C@H](C)CO)C3=O)cc1	-9	1	.	-1	26	0	1
CC(C)CNS(=O)(=O)c1cc(C(=O)N2CC(C)OC(C)C2)c(Cl)cc1Cl (centres undefined)	-3	2	.	1	-6	9	13
CCOC(=O)c1c(NC2=NS(=O)(=O)c3ccccc32)sc2c1CCC(C)C2 (centres undefined)	-8	.	-22	.	0	.	.
COCC(=O)N1CCC2(CC1)CN(Cc1ccccc1F)[C@H](CO)c1[nH]c3cc(OC)ccc3c12	.	-1	-21	3	-3	10	-4
CSc1ncnc2c1ncn2CCCNCCc1ccccn1	.	1	-3	-5	-4	11	-4
O=C(COC(=O)C1C2CC3OC(=O)C1C3C2)Nc1ccc(Br)cc1 (centres undefined)	-8	1	6	0	-6	10	-6
CCOc1ccc(-c2cccc(NC(=O)c3ccc(Br)o3)c2)nn1	14	2	6	7	-2	-5	-1
COc1ccccc1-c1cn(CC[C@@H]2CC[C@H](NC(=O)Cc3ccccn3)[C@H](CO)O2)nn1	-3	-3	-8	40*	8	7	-2
Cc1nc2c(OCc3ccccc3)cccn2c1N(C)C(=O)C1CCCCC1	.	.	2	12	37	-2	1
CCN(C(=O)COC(=O)C12CC3CC(CC(O)(C3)C1)C2)c1c(N)n(Cc2ccccc2)c(=O)[nH]c1=O	.	1	-13	4	5	-2	-5
O=c1cc(CN2CCN(c3ccccc3)CC2)nc2scc(-c3ccccc3)n12	16	-1	16	-2	15	5	0
COc1ccc(S(=O)(=O)N(C)C[C@H]2OCCCC[C@H](C)Oc3ccc(NC(=O)CCC(F)(F)F)cc3C(=O)N([C@@H](C)CO)C[C@H]2C)cc1	-5	-2	-32	6	20	-3	5
CCCCOC(=O)c1ccc(NC(=O)c2c(Cl)ccc(Cl)c2OC)cc1	-19	.	10	.	6	7	.
CC(=O)Nc1ccc(SCC(=O)Nc2cc(C(C)(C)C)nn2-c2ccccc2)cc1	.	0	-5	12	12	-1	0
COc1ccccc1NC(=O)CSc1ccc(-c2ccc(-n3cccn3)cc2)nn1	1	-7	-66	3	4	7	-3
CC1CCCCN1C(=S)Nc1ccc(S(=O)(=O)N2CCCCC2)cc1 (centres undefined)	.	4	10	0	.	-2	.
Cc1ccn2c(CNCCn3nc(C)cc3C)c(C(=O)N3CCCCCC3)nc2c1	29	-4	22	0	6	-2	3
CCN1C(=O)[C@H]2[C@@H](c3ccc(-c4ccccc4)c(OC)c3)N[C@@](Cc3ccccc3)(C(=O)OC)[C@H]2C1=O	13	-2	20	?	16	8	.
Cc1cc(Br)c2nc(-c3ccc(F)cc3)c(Cc3cccc(Cl)c3)n2c1	.	-1	-11	-3	-18	5	2
CCCN(Cc1nnc(-c2cccs2)o1)C(=O)c1cc(S(=O)(=O)N2CCOCC2)ccc1C	1	-1	15	2	-9	-1	-6
Cc1ccc(C2c3[nH]c4ccccc4c3C[C@H]3C(=O)N(c4ccccc4C(=O)NCCN4CCOCC4)C(=O)N23)cc1 (some centres undefined)	5	3	.	-8	.	15	2
COc1cc(/C=N/NC(=S)Nc2cccc(C(=O)O)c2)cc(OC)c1OC	10	2	-2	1	13	11	23*
C[C@@H]1CN([C@@H](C)CO)C(=O)Cc2cc(NS(=O)(=O)c3ccc(Cl)cc3)ccc2O[C@@H]1CN(C)C(=O)Nc1ccccc1	-8	-1	-11	-1	-10	14	-2
O=C(C1=C[C@@H](C2CC2)C[C@@H](OCc2ccc(CO)cc2)O1)N1CCOCC1	-1	-1&-5	-5&-12	33*!	21	-9&-12	-1&-1
CC1(C(=O)NCc2ccc(Cl)cc2)CCN1C(=O)Cc1cccc2ccccc12 (centres undefined)	.	12	-2	0	-21	3	-1
Cc1noc(C)c1NC(=O)Nc1ccc2c(c1)CC(=O)N([C@@H](C)CO)C[C@@H](C)[C@@H](CN(C)S(=O)(=O)c1cccs1)O2	.	0	-5	36*	6	-9	5
CCCNC(=O)N1CC2(C1)CN(C(=O)COC)[C@H](CO)c1[nH]c3cc(OC)ccc3c12	.	1	61*	12	-1	0	-6
Cc1ccc(C(=O)NCC(=O)N2CCCCCCC2)cc1C	.	-2	-23	-2	-12	-25	0
N#Cc1cc2ccncc2c2ccccc12	.	.	-95	-1	8	-34	-2
Cc1ccc(CNC(=O)c2ccc(N3CCc4ccccc43)c([N+](=O)[O-])c2)cc1	3	-1	16	-12	-10	-13	-3
CC1(C)CC(=O)C/C(=N\NC(=O)CCc2ccc(S(=O)(=O)N3CCOCC3)cc2)C1	27	2	-6	6	-12	1	2
C[C@H](CO)N1C[C@H](C)[C@H](CN(C)CC2CCCCC2)OCCCC[C@H](C)Oc2ccc(NS(=O)(=O)c3ccc(Cl)cc3)cc2C1=O	6	.	29	-25	13	65*	.
O=C1NC(c2ccc3c(c2)OCO3)c2c(-c3ccccc3)n[nH]c21 (centres undefined)	.	4	2	-3	-4	4	1
CCCNC(=O)[C@H]1[C@H](CO)[C@H]2Cn3c(ccc(C4=CCCC4)c3=O)[C@H]2N1CCC	-4	2	4	-1	20	1	1
NC(=O)CSc1nnc(Cc2csc(Nc3ccccc3)n2)n1Cc1ccccc1	5	1	.	4	-3	.	-1
CC(C)C#Cc1cnc2c(c1)C(=O)N([C@@H](C)CO)C[C@H](C)[C@H](CN(C)C(=O)Nc1cccc(F)c1)O2	11	1	-3	-1	-3	9	-2
CO[C@H]1CN(C)C(=O)c2ccc(NS(=O)(=O)CC(F)(F)F)cc2OC[C@@H](C)NC[C@H]1C	4	.	-10	13	7	3	-1
O=C(c1cc([N+](=O)[O-])cc([N+](=O)[O-])c1)N1CCOCC1	5	0	6	.	2	13	-5
CC(C)NC(=O)N[C@@H]1C=C[C@H](CC(=O)NCCN2CCCC2)O[C@@H]1CO	-3	0	-16	-2	-4	-14	-1
CCn1nc(NC(=O)C(C)C)c2cc3ccc(C)cc3nc21	1	3	3	2	-10	7	-10
CCOc1ccccc1C1NC(=O)CCC1[N+](=O)[O-] (centres undefined)	-5	-1	16	-5	-9	2	-1
COc1cc(C(=O)N/N=C/c2cc([N+](=O)[O-])cs2)cc(OC)c1OC	1	.	35	.	-2	.	.
C[C@H]1CN([C@@H](C)CO)C(=O)c2cccc(NC(=O)Nc3cccc4ccccc34)c2O[C@H]1CN(C)Cc1ccccc1	7	-1	21	-5	3	12	3
CCC(C(=O)NCc1ccccc1)n1c(C2CCN(C(C)=O)CC2)nc2ccccc21 (centres undefined)	.	1	14	-5	-12	-10	0
COc1ccc(S(=O)(=O)Nc2ccc3c(c2)C(=O)N([C@H](C)CO)C[C@@H](C)[C@@H](CN(C)S(=O)(=O)c2ccc(C)cc2)OCCCC[C@@H](C)O3)cc1	21	4	51	-1	-19	5	9
Oc1ccc(-c2n[nH]c(C(F)(F)F)c2-c2ccccc2)c(O)c1	.	.	7	3	4	8	44*
COc1cc(NC(=O)c2cccs2)ccc1NC(=O)c1ccccc1Cl	5	4	-12	3	-8	-36	-3
O=[N+]([O-])c1ccc(Oc2ccc(/C=N/O)cc2)nc1	5	1	-12	-4	-6	2	1
CC(C)=NNC(=O)CN1C(=O)NC2NC(=O)NC21 (centres undefined)	-3	-1	37	34*	-12	8	2
CN(Cc1ccccc1)S(=O)(=O)c1ccc2[nH]c(=O)ccc2c1	-2	11	-14	1	17	0	0

3 of the entries above in order of their number in ARNT TACC3 PPI, rising.
| canonical_smiles | ARNT TACC3 PPI | Casp6 inh | DENV2 CPE | LGR2 antag | SIRT5 block |
| --- | --- | --- | --- | --- | --- |
| CC(C)NC(=O)N[C@@H]1C=C[C@H](CC(=O)NCCN2CCCC2)O[C@@H]1CO | -3 | 0 | -2 | -4 | -1 |
| O=[N+]([O-])c1ccc(Oc2ccc(/C=N/O)cc2)nc1 | 5 | 1 | -4 | -6 | 1 |
| COc1ccc(S(=O)(=O)Nc2ccc3c(c2)C(=O)N([C@H](C)CO)C[C@@H](C)[C@@H](CN(C)S(=O)(=O)c2ccc(C)cc2)OCCCC[C@@H](C)O3)cc1 | 21 | 4 | -1 | -19 | 9 |

(cont.)
compound	ARNT TACC3 PPI	Casp6 inh	PAX8 inh HTS	DENV2 CPE	LGR2 antag	EWS-Fli block	SIRT5 block
CC(C)c1ccccc1NC(=O)CNCCOc1ccccc1F	-5	-1	-3	4	-2	4	-2
CC(C)C(NC(=O)c1ccco1)C(=O)OCc1cc([N+](=O)[O-])cc2c1OCOC2 (centres undefined)	10	10	-9	-3	15	4	-1
O=C(C1CC(=O)N(c2ccc(F)cc2)C1)N1CCCCC1 (centres undefined)	-1	2	-18	-6	-4	.	-5
CC(=O)c1ccc(N2CCN(C(=O)[C@H](C)NC(=O)c3ccccc3Cl)CC2)cc1	-5	-4	-5	-1	3	-10	2
COc1ccc(-c2onc(C)c2-c2ccc3c(c2)OCCO3)c(O)c1	18	7	3	6	6	5	2
COc1cc(C2CC(=O)Nc3c2c(=O)nc2c(C)cccn32)cc(OC)c1OC (centres undefined)	-3	3	-28	-3	3	-6	0
C[C@@H]1CN([C@@H](C)CO)C(=O)c2cccc(NC(=O)Nc3ccc(F)cc3)c2O[C@@H]1CN(C)C(=O)NC1CCCCC1	.	.	11	.	2	2	.
CO[C@@H](CN(C)C(=O)C1CCOCC1)[C@H](C)CN([C@H](C)CO)S(=O)(=O)c1ccccc1	-5	2	.	-5	24	0	-3
C[C@H]1CN([C@@H](C)CO)C(=O)c2cc(NC(=O)C3CCCCC3)ccc2O[C@@H]1CN(C)Cc1ccc(-c2ccccc2)cc1	0	-3	.	.	8	6	0
C[C@@H](NC(=O)C[C@@H]1C[C@H]2c3cc(NC(=O)c4ccc5c(c4)OCO5)ccc3O[C@H]2[C@H](CO)O1)c1ccccc1	2	-3	9	?	15	0	1
CN(C)CCCNc1nc(-c2ccccc2)c2c(c1C#N)CC(C)(C)OC2	-5	-5	3	-2	3	6	-6
Cc1ccc2nc3c(cc(C(=O)NCc4ccco4)c(=N)n3Cc3ccco3)c(=O)n2c1	-3	1	18	0	10	-2	-6
COc1ccccc1C#Cc1ccc2c(c1)O[C@H](CN(C)C)[C@H](C)CN([C@H](C)CO)S2(=O)=O	3	0	.	4	7	2	-38
O=C(NCc1ccc2c(c1)OCO2)c1ccc(Cl)s1	1	0	-7	-5	-14	-11	-1
NS(=O)(=O)c1ccc(NC(=O)COC(=O)c2ccc(S(=O)(=O)N3CCOCC3)cc2)cc1	-13	-2	-5	9	0	-1	-7
CNC[C@@H]1Oc2ccc(NC(=O)Nc3cccc4ccccc34)cc2CC(=O)N([C@H](C)CO)C[C@H]1C	2	0	-30	-1	0	-13	8
O=C(Nc1ccc(O)c(C(=O)O)c1)c1cccc(NC(=O)c2ccco2)c1	12	7	17	-3	7	42	-1
CCc1ccc(NC(=O)C(=O)NCCOc2ccccc2Cl)cc1	-2	-1	-8	2	-15	-9	-10
COC(=O)c1ccc(CNC(=O)CCC(=O)N2CCOCC2)cc1	-16	0	6	-1	13	1	1
CC(=O)N[C@H]1CC[C@H](CCNC(=O)C2CCC2)O[C@@H]1CO	-15	6	-40	-16	1	-2	-2
COc1ccc(CN(C)C[C@@H]2Oc3ccc(NC(=O)Nc4cccc5ccccc45)cc3CC(=O)N([C@@H](C)CO)C[C@@H]2C)cc1	6	1	6	-7	-1	1	3
CC1(c2nnnn2Cc2ccccc2)CCC(=O)N1Cc1cccs1 (centres undefined)	.	-1	5	-10	0	-9	.
CC(C)CC#Cc1cnc2c(c1)C(=O)N([C@H](C)CO)C[C@@H](C)[C@@H](CN(C)Cc1cccc(F)c1)O2	-5	-1	.	-1	10	3	4
Cc1ccc(S(=O)(=O)CCSc2cccc(C(=O)O)c2)cc1	-21	5	-16	-2	3	9	0
C[C@@H]1CCCCO[C@H](CN(C)S(C)(=O)=O)[C@H](C)CN([C@@H](C)CO)C(=O)c2cc(NS(=O)(=O)c3ccc(Cl)cc3)ccc2O1	-1	7	-18	-3	-3	-3	-4
